# Screening results as filed in PubChem.
# OXTR ag = activates the human oxytocin receptor; P30559; CHO-OTR cells, Fluo-8 calcium fluorescence; normalized: DMSO 0%, oxytocin 100%; activation, % at 3 µM; 320,000 tested, 0.32% active; AID 2435;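 active = activation above the mean of all tested compounds plus 3 SD, cutoff set per screening run, cut at about 20% in these data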;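 also: peak over basal fluorescence ratio from a 100 s FLIPR kinetic read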
# MEKK2 mut-MEK5 = signal of MEK5 binding to mutant human MEKK2 PB1 domain | bead flow cytometry, Alexa488-MEK5 binding to MEKK2 mutant | 290,000 tested, 0.35% active | percent response, % at 10 µM | AID 1530; in the data active = percent response above about 24%, passing the limit was not always enough; also: inactives centre near 1; some results filed as inactive read as strong as hits; reference of the scale not given here
# FID counter = fluorescent intercalator displacement, NS3 helicase counter-screen; DNA fluorescent intercalator displacement, fluorescence; inhibition, % at 7.9 µM; 290,000 tested, 0.17% active; in the data active = inhibition above about 37%;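 also: 0% = vehicle and 100% = reference compound; higher means more ethidium bromide displaced from hairpin DNA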
# PHOSPHO1 inh = inhibitors of human PHOSPHO1 phosphatase. Q8TCT1. recombinant PHOSPHO1, absorbance phosphatase assay. inhibition, % at 13.3 µM. 290,000 tested, 1.1% active; in the data active = inhibition above about 60%
# Target sequence (Q8TCT1 whole entry, looked up): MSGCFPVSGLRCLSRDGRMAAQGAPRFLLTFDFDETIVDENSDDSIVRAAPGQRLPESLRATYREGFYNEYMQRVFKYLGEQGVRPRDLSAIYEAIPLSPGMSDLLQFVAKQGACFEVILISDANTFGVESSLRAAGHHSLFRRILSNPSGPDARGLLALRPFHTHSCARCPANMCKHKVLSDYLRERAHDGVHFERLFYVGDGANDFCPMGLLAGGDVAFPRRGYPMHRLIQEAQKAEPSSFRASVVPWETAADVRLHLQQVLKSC
# GPR7 antagonist = human neuropeptides B/W receptor 1 antagonism | GPR7-expressing cells, fluorescence antagonist assay | inhibition, % at 4.4 µM | P48145 | 290,000 tested, 1.1% active | AID 1861; in the data active = inhibition above about 16%, passing the limit was not always enough;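 also: cells stimulated with the agonist NPW; 0% = agonist with vehicle and 100% = vehicle without agonist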
# MEKK3 PB1 HTS = modulators (inhibitors or enhancers) of MEK5 binding to human MEKK3 PB1 domain | 290,000 tested, 1.4% active | bead-based flow cytometry, Alexa488-MEK5 binding to MEKK3; actives lie on both sides; 0 = blocked by unlabeled MEK5, 100 = vehicle | Q99759 | binding response (% of control), % at 10 µM;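 active = binding response more than 3 SD above or below the average of its plate-row segment, actives on both sides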;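 also: Alexa488 bead fluorescence after subtracting the streptavidin-only scavenger bead signal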
# Target sequence (Q99759 whole entry, looked up, the tested form may be a part): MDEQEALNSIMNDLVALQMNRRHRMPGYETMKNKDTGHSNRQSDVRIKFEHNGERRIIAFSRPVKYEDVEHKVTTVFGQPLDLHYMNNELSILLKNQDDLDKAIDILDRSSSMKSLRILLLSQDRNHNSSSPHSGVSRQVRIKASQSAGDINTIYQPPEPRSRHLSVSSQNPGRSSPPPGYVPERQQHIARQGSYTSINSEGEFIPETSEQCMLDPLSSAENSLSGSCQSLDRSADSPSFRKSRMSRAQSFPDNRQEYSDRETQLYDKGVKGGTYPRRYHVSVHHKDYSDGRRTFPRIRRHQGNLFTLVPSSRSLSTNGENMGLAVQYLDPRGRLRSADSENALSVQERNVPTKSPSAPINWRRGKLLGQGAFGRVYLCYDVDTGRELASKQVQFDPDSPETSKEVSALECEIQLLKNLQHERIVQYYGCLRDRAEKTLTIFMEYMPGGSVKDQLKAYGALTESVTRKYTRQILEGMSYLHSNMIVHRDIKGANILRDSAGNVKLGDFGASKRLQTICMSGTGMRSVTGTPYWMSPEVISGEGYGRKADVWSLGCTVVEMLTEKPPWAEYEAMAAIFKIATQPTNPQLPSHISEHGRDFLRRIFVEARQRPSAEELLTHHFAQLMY
# PfM18AAP inh = blocks P. falciparum M18 aspartyl aminopeptidase; recombinant PfM18AAP, H-Glu-NHMec fluorogenic cleavage; inhibition, % at 7.35 µM; 290,000 tested, 1.2% active;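 active = inhibition above the campaign mean inhibition over all tested compounds plus 3 SD, cut at about 28% in these data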;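 also: 0% = plate median of test compound wells and 100% = 2 mM ZnCl2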
# NALP1 yeast inh = blocks the NALP1 inflammasome reconstituted in yeast. S. cerevisiae NALP1/ASC/caspase-1 growth, X-gal OD620, 72 h. inhibition, % at 10 µM. 280,000 tested, 0.61% active; in the data active = inhibition mostly above about 24%, no sharp cut-off; inactive = mostly below about 32%; also: some compounds called inactive have numbers as strong as hits
# MEKK2 WT-MEK5 = raises or lowers MEK5 binding to wildtype human MEKK2 PB1 domain. binding response (% of control), % at 10 µM. 290,000 tested, 1.1% active. bead flow cytometry, Alexa488-MEK5 binding to MEKK2 WT; actives lie on both sides; in the data active = binding response below about 67% or above about 130%
# Numbers without * were called inactive; x = not tested or not shown; [ ] = another dose, or the depositor's remark.
compound,OXTR ag,MEKK2 mut-MEK5,FID counter,PHOSPHO1 inh,GPR7 antagonist,MEKK3 PB1 HTS,PfM18AAP inh,NALP1 yeast inh,MEKK2 WT-MEK5
CCOc1ccc2nc(NC(=O)c3cnccn3)sc2c1,0.5,x,6,28,-6,x,-3,-2,x
COc1ccccc1-c1cc(C(=O)N/N=C/c2ccoc2)c2ccccc2n1,-0.2,7,-26,28,-10,105,6,2,106
Cc1ccc(-c2nn(C(C)(C)C)c3ncnc(N)c23)cc1,-1.8,11,-8,46,-15,104,6,11,102
CN1CCC(OC(=O)c2ccccc2Cl)CC1,0.7,3,3,1,-5,112,7,0,104
COc1ccc(CCNC(=S)NC(=O)/C=C/c2ccc(C)cc2)cc1OC,-1.1,0,-9,x,-6,82,1,x,101
CC(C)c1ccc(NC(=S)N2CCCC(c3ccc(F)cc3)=N2)cc1,-1.2,-6,-4,3,0,95,0,8,97
CCCC(=O)Nc1nnc(SCC(=O)NCc2ccco2)s1,-1.8,-2,1,-12,-7,100,4,29,94
Clc1ccc(OCCn2ccnc2)c(Cl)c1,0.3,8,10,14,-12,102,-6,-3,103
CCCOc1ccc(-c2csc(NC(=O)CN3C(=O)CCC3=O)n2)cc1,1.3,24,-4,-9,-7,101,5,25,106
CC1=C(C#N)C(NC(=O)c2ccccc2Cl)(C(F)(F)F)C(=O)N1 (stereo unspecified),0.7,7,-1,-1,-4,97,3,15,96
CCS(=O)(=O)N1Cc2ccccc2CC1C(=O)Nc1ccc(OC)cc1OC (stereo unspecified),-0.2,6,-26,47,-6,104,1,7,109
COc1cc2c(cc1OC)C(NC(=O)c1ccc(C)cc1)CC2=O (stereo unspecified),0.8,5,-15,x,-15,109,-16,16,107
CCOc1ccc(N2C(=O)CC(N(CCc3ccc(OC)c(OC)c3)C(=O)/C=C/C(=O)O)C2=O)cc1 (stereo unspecified),0.2,-2,-40,37,1,88,4,x,92
CC(=O)Nc1ccc(Nc2cc(N(C)C)c3nonc3c2[N+](=O)[O-])cc1,x,-4,1,6,7,99,4,17,100
CCOC(=O)C1=C(C)N=c2s/c(=C/c3ccco3)c(=O)n2C1c1cccc(OC)c1 (stereo unspecified),0.1,2,-25,66*,6,101,16,0,92
COc1ccccc1CNC(=O)CCCNS(=O)(=O)c1cccc2nsnc12,0.6,0,-8,24,1,97,3,-15,96
Cc1nc2nc[nH]n2c(=O)c1C/C=C/c1ccccc1,1.7,-8,2,32,-2,84,42*,7,83
Cc1nc2ccccc2cc1C(=O)N/N=C/c1ccco1,0.6,-2,2,2,-1,96,-7,29,98
O=C(C1CCCN(Cc2nc(-c3cccs3)no2)C1)N1CCOCC1 (stereo unspecified),0.0,-6,-3,-13,-8,100,2,5,102
O=C(Cc1cccs1)NCc1cccc(C(F)(F)F)c1,-2.3,9,-1,24,5,106,-2,13,109
O=C(NCCc1ccccc1Cl)C1CCC(=O)N(Cc2cccc(C(F)(F)F)c2)C1 (stereo unspecified),-0.2,6,-33,38,-5,100,4,-1,105
COc1ccc(/C=C/C(=O)c2cc(Cl)ccc2O)c(OC)c1,1.1,-8,1,4,-6,91,3,-1,92
O=C(NC1CCCC1)C(=O)N(c1ccccc1F)C(C(=O)NCC1CCCO1)c1cccs1 (stereo unspecified),-0.5,-2,-28,41,-4,100,1,6,94
COc1cccc(CN2C(=O)C3CCCN3c3ccc(S(=O)(=O)N4CCOCC4)cc32)c1 (stereo unspecified),-1.5,2,-12,22,8,99,1,4,98
Cc1cccc(NC(=O)CSc2ncnc3sc(C)cc23)c1,-0.8,0,-27,32,-15,102,-1,14,95
Cc1nc2ccc(NC(=O)CCC3CCCC3)cc2s1,1.4,-1,-22,11,-12,104,-5,11,104
Cc1ccc(C(=O)Nc2ccc(S(=O)(=O)NCc3ccco3)cc2)cc1,0.5,3,-1,26,7,103,2,25,100
CCn1c(SCC(=O)Nc2ccc(N3CCOCC3)cc2)nnc1-c1ccncc1,-0.1,-1,-16,5,-14,99,4,5,94
O=C(CCN1C(=O)COc2ccccc21)NCc1cccnc1,-0.1,2,-2,-2,28*,99,-5,7,102
Cc1ccc(-n2nc(C(=O)O)nc2-c2ccccc2)cc1,-0.3,-2,-18,11,-8,96,-11,34,94
Cc1cccc(-n2c(SCC(N)=O)nnc2-c2ccccn2)c1C,4.4,0,-8,22,-4,96,-2,12,97
Oc1ccccc1N1CCN(Cc2ncc(-c3ccccc3)o2)CC1,-0.5,-3,-28,-2,17,103,9,13,101
Cc1cccc(NC(=S)N(CCCN2CCCC2)Cc2cccn2Cc2ccc(Cl)cc2)c1,3.6,65*,33,-35,7,110,4,3,206*
O=[N+]([O-])c1ccc(Cl)c(C[n+]2cccc3ccccc32)c1,2.5,-8,1,14,-3,92,3,22,97
Nc1nc(Nc2ccccc2)nc(NCc2ccco2)c1[N+](=O)[O-],-2.7,-2,5,-2,-25,105,4,24,99
O=C(NC(=S)Nc1ccc(CN2CCOCC2)cc1)c1ccccc1[N+](=O)[O-],-0.1,4,-7,7,-3,98,8,10,98
CCN(CC)CCNC(=O)/C(=C/c1cn(CC)c2ccccc12)NC(=O)c1cc(OC)c(OC)c(OC)c1,0.0,-5,35,-5,-7,95,-1,-18,98
O=C(Nc1ccc2c(c1)CCC2)c1cnc(Cl)c(Cl)c1,-1.8,-8,0,12,-2,97,-3,0,94
CCN(CC)c1ccc(/C=N/N2CCN(Cc3cccc4ccccc34)CC2)c(O)c1,-1.1,6,1,7,-1,104,14,3,105
CCOC(=O)c1c(/N=C/C2C(=O)CC(C)(C)CC2=O)sc2c1CCCC2,-0.5,-5,4,-88,-4,99,3,35,93
COc1ccccc1C1CCN(C(=O)C2CCCCC2)CC1,-1.8,-1,-29,11,-10,98,2,11,98
Cc1ccc2cc(CCNC(=O)C(=O)c3c(C)[nH]c4ccccc34)c(=O)[nH]c2c1,-0.5,0,-4,29,-6,98,-2,11,99
Cc1cc(NS(=O)(=O)c2ccc(NC(=S)NC(=O)c3ccc(C(C)(C)C)cc3)cc2)no1,-1.7,-7,-4,-6,12,87,-8,41,82
COc1cccc(/C=C/c2ccc3ccccc3n2)c1OC(C)=O,-1.0,8,-34,28,-17,104,2,6,101
O=S(=O)(c1ccccc1)N1CCC(=NO)CC1,-0.4,-6,2,32,2,95,1,-7,94
Cc1ccc(S(=O)(=O)N(CC2CO2)c2cccc([N+](=O)[O-])c2)cc1 (stereo unspecified),1.1,-2,-4,36,-15,102,-11,4,100
CC(C)CNC(=O)C1Nc2ccc(OC(F)(F)F)cc2C2C=CCC12 (stereo unspecified),-1.5,3,x,x,x,103,x,x,101
COc1c(S(=O)(=O)N2CCN(C(=O)c3ccco3)CC2)ccc(Cl)c1Cl,0.9,1,-22,x,5,102,-1,-2,105
Cc1cc(C)cc(C(=O)NCC(=O)NCCc2c[nH]c3ccccc23)c1,-1.4,6,-22,23,-10,105,-13,-19,111
CCOC(=O)C1=C(C)n2c(s/c(=C/c3cccc([N+](=O)[O-])c3)c2=O)=NC1c1ccc(O)c(OC)c1 (stereo unspecified),4.6,3,2,8,-6,102,-2,11,94
COc1ccnc(Oc2ccccc2)c1-c1ncn[nH]1,0.2,5,1,28,-11,97,6,2,97
Cc1ccc(S(=O)(=O)N2CCCC(C(=O)N3CCN(c4ccccc4)CC3)C2)cc1 (stereo unspecified),2.9,9,-38,x,-5,107,3,13,111
CN1CCN(Cc2nnc(-c3ccccc3)o2)CC1,0.1,17,0,42,-15,108,1,14,130
CCC(c1nnc(SCC(=O)Nc2cccc(S(N)(=O)=O)c2)n1Cc1ccccc1)N(C)C (stereo unspecified),-0.5,7,-10,-17,3,105,-11,x,108
CCOc1ccc(C2CC(c3cccc(OC)c3OC)n3nnnc3N2)cc1Cl (stereo unspecified),0.1,x,-33,-3,0,x,1,1,x
CCSc1nnc2c(n1)OC(c1ccc(C(=O)O)cc1)N(C(C)=O)c1ccccc1-2 (stereo unspecified),0.4,7,1,0,0,105,-9,-6,106

# Four entries from above, set out differently:
# Values run as follows: OXTR ag	MEKK2 mut-MEK5	FID counter	PHOSPHO1 inh	GPR7 antagonist	MEKK3 PB1 HTS	PfM18AAP inh	NALP1 yeast inh	MEKK2 WT-MEK5
COc1ccnc(Oc2ccccc2)c1-c1ncn[nH]1
→ 0.2	5	1	28	-11	97	6	2	97
Cc1ccc(S(=O)(=O)N2CCCC(C(=O)N3CCN(c4ccccc4)CC3)C2)cc1 (stereo unspecified)
→ 2.9	9	-38	x	-5	107	3	13	111
CN1CCN(Cc2nnc(-c3ccccc3)o2)CC1
→ 0.1	17	0	42	-15	108	1	14	130
CCC(c1nnc(SCC(=O)Nc2cccc(S(N)(=O)=O)c2)n1Cc1ccccc1)N(C)C (stereo unspecified)
→ -0.5	7	-10	-17	3	105	-11	x	108

# (cont.)
compound,OXTR ag,MEKK2 mut-MEK5,FID counter,PHOSPHO1 inh,GPR7 antagonist,MEKK3 PB1 HTS,PfM18AAP inh,NALP1 yeast inh,MEKK2 WT-MEK5
CCOC(=O)c1cccc(NC(=O)C(NS(=O)(=O)c2ccc3c(c2)CCN3C(C)=O)C(C)C)c1 (stereo unspecified),0.3,7,-22,16,-7,103,-18,-1,106
CC12CCC(C(=O)Nc3cccc4ccccc34)(C1Br)C2(C)C (stereo unspecified),-2.0,0,-26,-1,-10,109,0,-4,102
CC(C)NC(=O)C(=O)NCCc1ccc(Cl)cc1,2.0,4,-3,11,0,101,2,-2,101
C=CCc1c(C)nc(SC)nc1Nc1ccccc1,-2.4,-2,-11,8,-3,117,-3,2,94
CCCn1c(N2CCN(CC(=O)c3c(C)n(C)c4ccccc34)CC2)nc2c1c(=O)[nH]c(=O)n2C,-1.7,2,-24,4,-15,96,-19,8,94
O=[N+]([O-])c1ccccc1/C=C/CN1CCC(O)CC1,x,5,4,14,-20,105,0,17,106
O=C(Nc1cccc([N+](=O)[O-])c1)c1cccc(C(=O)Nc2cccc([N+](=O)[O-])c2)c1,1.3,2,-2,56,-14,93,1,6,97
CC1(C)CC(=O)C(C=NCCN2CCN(C(=O)NC34CC5CC(CC(C5)C3)C4)CC2)=C(O)C1,x,7,-36,1,12,104,1,4,101
O=C(N/N=C/c1cccnc1)c1ccc(O)cc1,-0.3,7,-5,x,-10,103,0,8,105
COc1ccccc1C(=O)Nc1ccon1,0.5,-8,-3,6,-6,69,-6,-6,74
O=C(O)C1CCCN(S(=O)(=O)c2ccc(Br)cc2)C1 (stereo unspecified),0.4,-55,-4,0,-14,11*[inhibitor],0,8,18*[inhibitor]
O=C(Nc1ccc(N2CCOCC2)cc1)c1cc(-n2cnnc2)ccc1Cl,1.1,-1,-6,29,-10,101,1,5,97
CN1c2ccccc2Sc2cc(N)ccc21,-1.5,1,2,15,33,98,37*,52*,96
Cc1cccc(N2CCN(C(=O)CCNS(=O)(=O)c3ccc4c(c3)oc(=O)n4C)CC2C)c1 (stereo unspecified),8.9,5,-39,38,-17,103,5,1,107
O=C(CCSc1nnc(-c2ccncc2)o1)Nc1ccccc1Cl,-0.4,-1,-6,7,-11,98,1,16,103
CCOc1cc(C(=O)CCC(=O)OCC(=O)NC(=O)NCC(C)C)ccc1O,0.1,-35,-34,28,3,75,-4,x,65
CCOC(=O)CSc1nnc(CNC(=O)c2cccc(C)c2)n1C,-0.2,-14,-13,-2,-14,95,-3,7,83
CCOC(=O)c1ccc(Nc2nc(C(=O)OCC)nc3ccccc23)cc1,-2.4,5,-28,45,-10,102,-2,4,102
